Assay outcomes from PubChem BioAssay.
PI4K2A inh = blocks human PI4K2A kinase activity. Q9BTU6. purified PI4K2A, ADP-Glo luminescence, 1 h; active compounds read low. activity change, negative = inhibition, % at 76.9 µM. 420,000 compounds, 0.13% hits; in the data active means activity change below about -50%; inconclusive means mostly about -30% to -49%;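 further: -100% = wells without enzyme as full effect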
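Compounds are screened against recombinant PI4K2A using PI as substrate and ATP, the latter dispensed at 300 microM. Reactions run one hour at ambient temperature before ADP-Glo detection; full inhibition defined by wells lacking enzyme.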
Tb PGK inh = inhibitors of T. brucei phosphoglycerate kinase | PGK/GAPDH coupled, Kinase-Glo luminescence, 60 min | P07378 | 380,000 compounds, 0.043% hits | AID 602233 | Potency, µM (top dose mostly 57.5 µM), inactives show at the highest dose activity change, negative = inhibition, usual class: inhibitors; further: potency means the concentration at half of the fitted maximal effect; on the % scale 0 is the no-effect control and ±100 the full control effect; nearly all actives have a fitted effect of over 60% in size
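Luminescent ATP detection (Kinase-Glo Plus) follows a 60-minute room-temperature incubation, with wells lacking PGK as controls. Buffer: 100 mM TEA (pH 7.6), 5 mM MgCl2, 0.01% Tween-20. Coupling enzyme GAPDH (100 nM final) supplies unstable 1,3-BPG in-well.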
Pin1 inhibitor = inhibitors of human Pin1; Pin1 FP peptide displacement, HiFluor488, 10 min; 390,000 compounds, 0.009% hits; Potency, µM (series often up to 115 µM), for inactives: at the highest dose activity, negative = inhibition, most hits filed as inhibitors; active means well fitted inhibition curve with a large enough effect in the polarisation, with a control signal flat, not every such curve was filed as active; inconclusive means small, poorly fitted or top-dose-only effect, or effect the other way, or a change in a side signal; inactive means no such curve, though single readings can be large or run the other way; the % refers to the polarisation; further: potency means the concentration at half of the fitted maximal effect; on the % scale 0 is the no-effect control and ±100 the full control effect
GLS inhibitor = glutaminase GLS (human) inhibition; Potency, µM (highest dose often 45.5 µM), for inactives: at the top dose activity change, negative = inhibition, most hits filed as inhibitors; GLS enzymatic activity, qHTS titration; 410,000 compounds, 0.21% hits; AID 624170; further: potency means the concentration at half of the fitted maximal effect; on the % scale 0 is the no-effect control and ±100 the full control effect
Target sequence (O94925 whole entry, looked up): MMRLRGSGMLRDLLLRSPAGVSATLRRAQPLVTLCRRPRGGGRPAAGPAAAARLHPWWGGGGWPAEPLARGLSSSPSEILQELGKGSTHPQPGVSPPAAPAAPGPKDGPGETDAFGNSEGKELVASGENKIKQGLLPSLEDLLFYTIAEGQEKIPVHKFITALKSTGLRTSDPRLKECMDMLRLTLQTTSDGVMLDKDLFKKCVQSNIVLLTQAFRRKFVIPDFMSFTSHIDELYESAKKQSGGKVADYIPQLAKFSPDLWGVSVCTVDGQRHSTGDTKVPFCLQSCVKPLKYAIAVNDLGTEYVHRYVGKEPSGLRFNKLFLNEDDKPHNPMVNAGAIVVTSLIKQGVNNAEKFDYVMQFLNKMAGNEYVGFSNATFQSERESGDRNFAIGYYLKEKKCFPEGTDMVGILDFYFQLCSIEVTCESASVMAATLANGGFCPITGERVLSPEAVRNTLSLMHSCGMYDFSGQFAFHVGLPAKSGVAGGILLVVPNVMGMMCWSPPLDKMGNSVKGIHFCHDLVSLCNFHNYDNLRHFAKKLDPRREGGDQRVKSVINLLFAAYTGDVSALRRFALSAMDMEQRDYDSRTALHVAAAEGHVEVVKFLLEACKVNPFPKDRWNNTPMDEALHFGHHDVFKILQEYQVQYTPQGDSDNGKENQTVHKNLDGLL
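hKGA; 45 mM KH2PO4 pH 8.2 + 0.02% Tween-20; cpd via pin tool; 1 mM Gln soln; GluOx/HRP/Amplex Red; RT 30 min; fluor. t0 & final.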
HP1b chromo inh = HP1-beta chromodomain-methylated histone interaction inhibition; AlphaScreen HP1-beta / biotin-H3K9me3 peptide binding; Potency, µM (titrated, usually from 114 µM), for inactives: top-dose activity change, negative = inhibition, hits mostly inhibitors; 390,000 compounds, 0.56% hits; AID 540317; further: potency means the concentration at half of the fitted maximal effect; nearly all actives have a fitted effect of over 70% in size; inactives centre near 23
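HP1-beta protein (50 nM final) preincubated 30 min at room temperature with biotinylated H3(1-18)K9me3 peptide (50 nM) in PBS pH 7.4, 0.01% Tween-20, then compound added for 30 min. AlphaScreen streptavidin donor/nickel chelate acceptor beads (10 ug/mL final), 30 min dark, luminescence read.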
USP1-UAF1 inh = blocks the human USP1/UAF1 deubiquitinase complex; O94782; recombinant USP1/UAF1, Ub-Rhodamine cleavage fluorescence; Potency, µM (series often up to 57.1 µM), without a hit: top-dose activity change, negative = inhibition, actives largely listed as inhibitors; 390,000 compounds, 0.23% hits; AID 743255; further: potency means the concentration at half of the fitted maximal effect; on the % scale 0 is the no-effect control and ±100 the full control effect; nearly all actives have a fitted effect of over 60% in size; inactives centre near -12
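1 nM enzyme complex + cpd, 15 min RT; start with Ub-Rho 150nM final; kinetic fluorescence ex 480/em 540, 6 reads q60 s. Buffer 50mM HEPES pH 7.8, 0.5mM EDTA, 0.1 mg/ml BSA, 1mM TCEP, 0.01% Tween-20.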
TrxR1 substrate = substrates of rat thioredoxin reductase 1; AID 588456; 390,000 compounds, 0.01% hits; Potency, µM (highest dose often 114 µM), inactives show at the highest dose activity change, negative = substrate turnover; purified TrxR1 substrate turnover, NADPH consumption readout; O89049; further: potency means the concentration at half of the fitted maximal effect; on the % scale 0 is the no-effect control and ±100 the full control effect; nearly all actives have a fitted effect of over 50% in size
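Rat TrxR1, dispensed at 90 nM, was prereduced with 400 uM NADPH (final) for 5 min at ~22 deg C, then incubated with compound 15 min before 400 uM selenite. A first-read NADPH fluorescence drop versus no-compound background flagged substrates.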
mIDH1 inhibitor = blocks human mutant IDH1 R132H enzyme | IDH1-R132H enzyme, NADPH consumption, diaphorase/resazurin fluorescence | O75874 | Potency, µM (titrated, usually from 76.6 µM), for the others: at the highest dose activity change, negative = inhibition, most hits filed as inhibitors | 390,000 compounds, 0.093% hits; further: potency means the concentration at half of the fitted maximal effect; on the % scale 0 is the no-effect control and ±100 the full control effect; nearly all actives have a fitted effect of over 65% in size
Target sequence (O75874 whole entry R132H, stated change not applied): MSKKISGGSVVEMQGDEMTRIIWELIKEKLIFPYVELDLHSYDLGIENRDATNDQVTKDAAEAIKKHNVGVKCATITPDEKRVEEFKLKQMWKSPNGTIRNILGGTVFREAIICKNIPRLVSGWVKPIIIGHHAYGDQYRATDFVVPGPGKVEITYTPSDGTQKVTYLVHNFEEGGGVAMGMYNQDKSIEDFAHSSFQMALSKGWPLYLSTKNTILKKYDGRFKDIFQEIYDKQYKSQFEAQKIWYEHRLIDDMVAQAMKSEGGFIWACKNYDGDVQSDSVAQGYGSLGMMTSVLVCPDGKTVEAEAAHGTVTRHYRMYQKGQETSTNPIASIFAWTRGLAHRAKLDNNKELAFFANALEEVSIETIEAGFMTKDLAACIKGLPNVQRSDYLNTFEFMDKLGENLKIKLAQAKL
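IDH1-R132H (0.5 ug/mL) preincubated 30 min with compound, then NADPH (0.016 mM) and alpha-KG (2 mM) added; 80 min at RT, pH 7.5. Remaining NADPH coupled via diaphorase/resazurin to fluorescence (540/590 nm); concentration-response curves normalized to no-enzyme control.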
TrxR1 inh = inhibitors of rat thioredoxin reductase 1; recombinant rTrxR1, NADPH fluorescence consumption, selenite substrate; Potency, µM (series often up to 114 µM), for inactives: at the top dose activity change, negative = inhibition, hits mostly inhibitors; 390,000 compounds, 1% hits; further: potency means the concentration at half of the fitted maximal effect; on the % scale 0 is the no-effect control and ±100 the full control effect; nearly all actives have a fitted effect of over 65% in size
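Rat TrxR1 (90 nM in the dispensed reagent) was pre-reduced with 400 uM NADPH for 5 min at room temperature, then incubated with compound for 15 min. After 400 uM selenite was added, NADPH fluorescence (Ex 340/Em 450 nm) was followed for 8 min.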
* marks the source's active call; other numbers are inactive results; i = inactive; ? = inconclusive; . = not tested or not shown; [ ] = dose if it differs, or a comment. Unless noted, the call rests on the fitted dose curve; in most records, active means well fitted curve in the direction sought with a large enough effect; inconclusive means small, poorly fitted or top-dose-only effect, or another doubt; inactive means no such curve, though single readings can be large; an effect the other way counts as inactive or inconclusive. Not all compounds are listed (hit frequency here may not be typical).

item	smiles	PI4K2A inh	Tb PGK inh	Pin1 inhibitor	GLS inhibitor	HP1b chromo inh	USP1-UAF1 inh	TrxR1 substrate	mIDH1 inhibitor	TrxR1 inh
1	COc1cccc(NC(=O)CSCc2cc(=O)c3ccc(C)c(C)c3[nH]2)c1	-3	0%	-1%	2%	25%[57 µM]	5%	2%[57.1 µM]	7%	10%[57.1 µM]
2	COc1ccc(CCNCC(=O)Nc2ccc(C(=O)N3CCCCC3)cc2)cc1	-2	-3%	-9%	1%	?	-3%	0%[57.1 µM]	9%	-5%[57.1 µM]
3	O=C(COC(=O)C1CCN(S(=O)(=O)c2cccs2)CC1)NCc1ccc(F)cc1	0	i	-1%	-7%	-3%	-6%	-4%[0.0914 µM]	0%	24%
4	CCOC(=O)C1=C(C)Nc2ccccc2N=C1NC(=O)c1cccc(S(=O)(=O)N(C)C)c1	5	-6%	0%	-7%	44%[activator]	-17%	-8%	-2%	-8%
5	Cc1ccc(C(=O)COC(=O)CCN2C(=O)C3C4CCC(C4)C3C2=O)cc1[N+](=O)[O-] (centres undefined)	5	-3%	-2%	0%	14%	-8%	-1%	-4%	26%
6	Cc1cccc(C=CC(=O)c2ccccc2)c1	17	-7%	0%	-11%	30%	-13%	5%[57.1 µM]	17%	0%[57.1 µM]
7	CCCCSc1nc(C)c(CC(=O)O)c(=O)[nH]1	-5	12%	-6%	7%	13%	-14%	-6%	-3%	-2%
8	Cc1cccc(C(C)C)c1NC(=O)CN1C(=O)NC2(CCc3ccccc32)C1=O (centres undefined)	3	i	-1%	-6%	25%	-5%	8%	2%	12%
9	CN(CCOCCOc1ccc(F)cc1)Cc1ccccc1	-5	0%	4%	15%	?	4%	0%	0%	20%
10	COCc1ccc(CN2CCCC(CO)(Cc3ccccc3)C2)o1 (centres undefined)	4	6%	1%	6%	39%[activator]	-18%	7%[57.1 µM]	5%	9%[57.1 µM]
11	O=c1[nH]c(CO)nc2c1oc1ccccc12	-6	-1%	-3%	5%	23%	-1%	-1%	-1%	5%
12	COC(=O)c1cnn2c(C(F)(F)F)cc(-c3ccco3)nc12	-4	0%	15%	-11%	47%	-11%	175%[activator]	2%	?
13	Cn1c(=O)c2c(nc(Br)n2Cc2ccc3ccccc3c2)n(C)c1=O	4	i	4%	3%	15%	2%	-5%[57.1 µM]	2%	0%[57.1 µM]
14	O=C(O)c1cccc2cc(-c3ccccc3)oc(=O)c12	-6	-3%	-8%	-1%	32%	-24%	113%[activator]	31%[activator]	28%
15	CN(C(=O)CSc1nc2ccc(Br)cc2c(=O)n1Cc1ccco1)C1CCS(=O)(=O)C1 (centres undefined)	-1	-5%	-1%	0%	-4%	-17%	-2%	-19%	-6%

Along the list, as entered above:
Nos. 8 to 14 in Pin1 inhibitor, in turn: -1%, 4%, 1%, -3%, 15%, 4%, -8%
Nos. 8 to 14 in TrxR1 substrate, in turn: 8%, 0%, 7%[57.1 µM], -1%, 175%[activator], -5%[57.1 µM], 113%[activator]

More records.
item	smiles	PI4K2A inh	Tb PGK inh	Pin1 inhibitor	GLS inhibitor	HP1b chromo inh	USP1-UAF1 inh	TrxR1 substrate	mIDH1 inhibitor	TrxR1 inh
16	COc1ccc(CCC(=O)Nc2ncc(C)s2)cc1	-5	.	-2%	-5%	53%[activator]	-21%	6%	15%	12%
17	CCOCCCNC(=O)Cc1ccc(OC)c(OC)c1	1	-3%	-4%	-20%	47%[activator]	?	-7%	5%	-10%
18	FC(F)Sc1ccc(NC(=S)NC2CCC(NC(=S)Nc3ccc(SC(F)F)cc3)CC2)cc1 (centres undefined)	7	4%	2%	18%	43%	-2%	-7%	-8%	2%[57.1 µM]
19	Cc1ccc(NC(=O)CN2C(=O)c3ccccc3S2(=O)=O)cc1C	3	i	-4%	7%	16%	?	1%	1%	6%
20	CCC(C(=O)OCC(=O)Nc1c(C)n(C)n(-c2ccccc2)c1=O)c1ccccc1 (centres undefined)	4	-3%	7%	-6%	27%	-6%	7%[57.1 µM]	4%	16%[57.1 µM]
21	CCCc1ccc2oc(C(=O)N(C)CCn3ccnc3C)c(C)c2c1	1	-5%	-3%	-5%	29%	-6%	-7%[2.29 µM]	11%	11%[2.29 µM]
22	O=C(N/N=C/c1ccc(-c2cccc([N+](=O)[O-])c2)o1)[C@H]1C[C@@H]1c1ccccc1	5	-15%	-4%	-5%	19%	-19%	-12%	0%	-11%
23	CC1CCCC(C)N1C(=O)COC(=O)CNC(=O)C12CC3CC(CC(C3)C1)C2 (centres undefined)	-2	-5%	4%	-6%	28%	?	4%	-6%	7%[57.1 µM]
24	CCc1ccc(C(=O)NC(=S)Nc2ccccc2N2CCOCC2)cc1	6	-7%	-2%	22%	-14%	-28%	-1%	8%	-6%
25	Cn1cc(Br)c(C(=O)N2CCN(c3cccc(Cl)c3)CC2)n1	1	-7%	38%[activator]	18%	34%	-6%	-6%	-4%	-13%
26	COC(=O)c1ccccc1NC(=O)c1ccc(Cn2cc(Cl)cn2)o1	-2	2%	?	-2%	45%[activator]	-19%	2%	3%	-10%
27	Nc1cc(=O)[nH]c(SCC(=O)Nc2cccc(Cl)c2Cl)n1	4	i	-1%	0%	29%	-5%	0%	-4%	4%[57.1 µM]
28	CC(C)(C)C1CCC(OC(=O)C[N+]2(C)CCCC2)CC1 (centres undefined)	-1	4%	0%	-3%	14%	-20%	9%[57.1 µM]	0%	27%[57.1 µM]
29	COc1cc(C(=O)N[C@@H](Cc2c[nH]c3ccccc23)C(=O)O)cc(OC)c1OC	1	i	-5%	-2%	-16%	-21%	6%[57.1 µM]	2%	7%[57.1 µM]
30	CN(C)c1ccc(/C=C/c2c([N+](=O)[O-])c(=O)n(C)c(=O)n2C)cc1	-5	-4%	-2%	14%	7%	-7%	-6%	-12%	-6%
31	COc1ccc2[nH]cc(C(=O)CCl)c2c1	3	2%	1%	5%	61%[activator]	-18%	3%	21%	?
32	O=C(CS(=O)(=O)Cc1ccccc1)Nc1ccc(Br)cc1F	-3	-7%	2%	-2%	14%	-5%	0%	2%	7%
33	Oc1ccc(/C=N/NC(=S)N/N=C/c2ccc(O)cc2)cc1	-3	-17%	-8%	-1%	-5%	?	-17%	-5%	-29%
34	CCCOC(=O)c1c(NC(=O)C2c3ccccc3Oc3ccccc32)sc2c1CCC(C)C2 (centres undefined)	-2	1%	0%	1%	25%	-9%	2%	-3%	33%
35	COc1ccc(-c2nnc(SCC(=O)N3CCN(c4ccccc4)CC3)o2)cc1OC	-3	1%	0%	9%	-9%	-8%	7%[57.1 µM]	1%	6%[57.1 µM]
36	Cc1nc2sc(-c3ccccc3)cc2c(=O)n1N	-52*	20µM*	6%	3%	44%[activator]	4%	-1%	-2%	-1%
37	Cc1ccc(-c2cc(-c3ccc(C)cc3O)[nH]n2)cc1	4	i	3%	6%	-3%	-18%	-1%	-9%	40%[activator]
38	O=C(CCSc1ccc(Cl)cc1)Nc1cccnc1	0	10%	-1%	-4%	43%[activator]	-8%	0%	1%	9%
39	C/C(=N\Nc1cc(C)nc(-c2ccccc2)n1)c1cccc([N+](=O)[O-])c1	-3	-9%	?	3%	1%	1%	-14%	-6%	6%
40	O=C(CN(CC1CCCO1)S(=O)(=O)c1ccc(S(=O)(=O)NC2CC2)cc1)Nc1ccccc1 (centres undefined)	-4	-11%	0%	6%	13%	-23%	8%[57.1 µM]	1%	7%[57.1 µM]
41	CCOC(=O)CN1C(=O)S/C(=C\c2ccc(-c3cccc(C(=O)O)c3C)o2)C1=O	2	0%	47%[activator]	1%	18%	-23%	-7%	0%	3%
42	COC(C[C@H]1O[C@H]1[C@H](O)[C@@H](C)OCc1ccccc1)OC	-4	-8%	7%	1%	78%[activator]	?	7%	0%	7%
43	O=C(COc1ccccc1-c1nnc(-c2ccccc2)o1)Nc1ccc(Br)cc1F	-2	1%	1%	-15%	11%	-5%	3%[57.1 µM]	8%	6%[57.1 µM]
44	CCOC(=O)[C@@H]1[C@H]2COc3ccccc3[C@@H]2N2C(=O)N(c3cccc(Cl)c3)C(=O)[C@]12C	3	9%	-1%	-1%	-1%	15%	-4%	8%	14%
45	COc1ccc(-c2nnc(SCC(=O)Nc3cccc(C(F)(F)F)c3)s2)cc1	-6	-5%	23%	-2%	27%[57 µM]	3%	4%[57.1 µM]	0%	-3%[57.1 µM]
46	O=C(OCC1CC(c2ccccc2)=NO1)c1ccc(Cl)cc1 (centres undefined)	0	-4%	4%	-12%	10%	?	14%	5%	30%
47	COc1ccc(CNC(=O)[C@H](C)NC(=O)C2CC(=O)N(c3ccc4c(c3)OCO4)C2)cc1 (some centres undefined)	5	i	-6%	-4%	29%	-14%	0%	0%	20%
48	CCOC(=O)c1noc2ncn(CC(=O)Nc3cc(Cl)ccc3OC)c(=O)c12	-2	-11%	-1%	-17%	23%[57 µM]	-18%	2%[57.1 µM]	1%	20%[57.1 µM]
49	Cc1ccc(C2NC(=O)c3c(sc4c3CCN(C)C4)N2)s1 (centres undefined)	-6	.	?	2%	-31%	?	140%[activator]	-5%	24%[57.1 µM]
50	COc1ccccc1NCCC(=O)OCC(=O)NC1CC1	-1	i	-2%	35%[activator]	36%	-18%	1%	13%	15%
